# Bioassay records (PubChem BioAssay)
# MBNL1-CUG inh: inhibitors of human MBNL1 binding to CUG repeat RNA; Q9NR56; 280,000 compounds, 0.036% hits; Potency, µM (top dose mostly 57.5 µM), for the others: at the top dose activity change, negative = inhibition, most hits filed as inhibitors; AID 2675; TR-FRET MBNL1-His/biotin-(CUG)12 binding, 665/545 ratio; active means well fitted inhibition curve with a large enough effect in the signal ratio, with a control signal flat, not every such curve was filed as active; inconclusive means small, poorly fitted or top-dose-only effect, or effect the other way, or a change in a side signal; inactive means no such curve, though single readings can be large or run the other way; the % refers to the signal ratio; further: on the % scale 0 is the no-effect control and ±100 the full control effect
#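 TR-FRET between His-tagged MBNL1 and biotin-(CUG)12 RNA, detected with Tb anti-His antibody (0.055 ng/ul) and streptavidin-XL665 (5 nM), 60 min at room temperature. Compounds titrated 92 nM to 58 uM; 665/545 nm ratio normalized to buffer and complex controls.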
# NPC1 prom act: NPC1 promoter activation. Potency, µM (highest dose often 9.22 µM), for the others: at the highest dose activation, actives largely listed as activators. Huh7 NPC1 promoter luciferase reporter, 24 h. 320,000 compounds, 2.4% hits. AID 485313;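 further: % of control where 0% means no effect; nearly all actives have a fitted effect of over 60% in size; reporter is driven by a mutant NPC1 promoter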
#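 In 1536-well qHTS, Huh7 cells harboring an NPC1 promoter–luciferase construct received compound for 24 h; activation was quantified by luminescence following luciferase reagent addition.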
# FLuc modulator: firefly luciferase modulation, counter-screen for miR-21 project; P08659; purified FLuc, Km substrates, luminescence inhibition; Potency, µM (titrated, usually from 57.5 µM), inactives show at the highest dose activity change, negative = inhibition, most hits filed as inhibitors; 360,000 compounds, 6.9% hits;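 further: plate controls were vehicle for no effect and reference inhibitor for full effect; nearly all actives have a fitted effect of over 55% in size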
# Target sequence (P08659 whole entry, looked up): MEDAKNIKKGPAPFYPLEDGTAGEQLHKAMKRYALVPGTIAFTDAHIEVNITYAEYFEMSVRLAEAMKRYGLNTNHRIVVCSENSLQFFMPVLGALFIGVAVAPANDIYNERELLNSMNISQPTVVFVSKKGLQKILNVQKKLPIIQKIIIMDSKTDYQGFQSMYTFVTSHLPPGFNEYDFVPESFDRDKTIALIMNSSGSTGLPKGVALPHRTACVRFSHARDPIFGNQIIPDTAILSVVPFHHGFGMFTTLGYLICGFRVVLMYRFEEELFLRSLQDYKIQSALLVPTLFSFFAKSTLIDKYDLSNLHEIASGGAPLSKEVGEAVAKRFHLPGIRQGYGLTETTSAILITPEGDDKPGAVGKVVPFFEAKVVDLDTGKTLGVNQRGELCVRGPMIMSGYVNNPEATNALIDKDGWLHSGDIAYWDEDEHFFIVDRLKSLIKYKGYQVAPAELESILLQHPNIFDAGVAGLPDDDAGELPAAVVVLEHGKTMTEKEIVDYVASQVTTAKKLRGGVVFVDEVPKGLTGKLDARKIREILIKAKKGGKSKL
#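 Purified P. pyralis luciferase (10nM final) with 10uM D-luciferin and 10uM ATP (Km levels) in 50mM Tris acetate pH 7.5, 10mM Mg acetate, 0.01% Tween-20, 0.05% BSA; qHTS 6-point titration, ~60 µM downward; luminescence read.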
# BRCA1 expr up: activators of BRCA1 expression. Potency, µM (highest dose often 46.1 µM), for the others: at the highest dose activation, hits mostly activators. MCF7-BRCA1-FFLuc reporter, luminescence, 48 h; response scale: scaled: vehicle 0%, 10 µM genistein 100%. AID 624202. 380,000 compounds, 1.1% hits; further: nearly all actives have a fitted effect of over 80% in size; some results filed as inactive show a strong effect at the top dose
#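 Using MCF7 cells harboring a BRCA1 firefly luciferase reporter, plated 2 h before compound pinning, the screen measured luminescence after 48 h incubation. Responses were normalized to DMSO and 10 microM genistein, then fitted for concentration-effect.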
# RORg inh: ROR gamma (mouse) transcription inhibition; 310,000 compounds, 5.4% hits; Potency, µM (doses to about 53.6 µM), inactives show at the top dose activity change, negative = inhibition, most hits filed as inhibitors; Drosophila S2 Gal4-RORgamma UAS-luciferase reporter, 20 h; further: on the % scale 0 is the no-effect control and ±100 the full control effect; nearly all actives have a fitted effect of over 60% in size
# Target sequence (P51450 whole entry, looked up, the tested form may be a part): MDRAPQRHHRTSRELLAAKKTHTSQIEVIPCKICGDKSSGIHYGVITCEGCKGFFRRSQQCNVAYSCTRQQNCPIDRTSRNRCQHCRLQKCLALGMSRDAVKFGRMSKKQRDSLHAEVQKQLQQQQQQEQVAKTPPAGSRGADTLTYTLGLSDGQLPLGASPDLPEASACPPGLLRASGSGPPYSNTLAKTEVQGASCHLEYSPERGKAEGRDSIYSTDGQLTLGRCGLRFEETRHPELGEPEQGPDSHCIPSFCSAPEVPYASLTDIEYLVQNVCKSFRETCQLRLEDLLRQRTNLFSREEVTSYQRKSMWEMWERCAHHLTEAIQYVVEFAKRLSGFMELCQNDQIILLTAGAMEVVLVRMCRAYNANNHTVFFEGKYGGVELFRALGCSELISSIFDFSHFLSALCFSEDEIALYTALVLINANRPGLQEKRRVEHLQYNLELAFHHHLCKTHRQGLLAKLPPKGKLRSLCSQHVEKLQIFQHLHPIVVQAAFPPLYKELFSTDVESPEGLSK
#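 Using a luciferase readout, inhibitors were identified by reduced reporter activity in Drosophila cells coexpressing a copper-inducible Gal4–ROR gamma fusion and UAS-driven Photinus luciferase, incubated 20 hr after 700 uM copper sulfate.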
# Rab9 prom act: activators of Rab9 promoter | Huh7 Rab9 promoter-luciferase reporter, luminescence, 24 h | Potency, µM (titrated, usually from 9.22 µM), inactives show top-dose activation, negative = inhibition, most hits filed as activators | 320,000 compounds, 2.8% hits; further: % of control where 0% means no effect; nearly all actives have a fitted effect of over 60% in size
#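 Rab9 promoter-driven luciferase in stably transfected Huh7 cells; 1500 cells/well rested 2 h, exposed to compound in DMSO for 24 h at 37 °C, 5% CO2. Luminescence read 10 min after adding luciferase reagent at ambient temperature.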
# ELG1 genotox: genotoxicity induction in ELG1-luciferase HEK293T cells. HEK293T ELG1-luciferase reporter, luminescence, 16 h. Potency, µM (doses to about 46 µM), for the others: at the highest dose activity change, positive = activation, most hits filed as activators. 330,000 compounds, 1.3% hits; further: % of control where 0% means no effect; nearly all actives have a fitted effect of over 60% in size
#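 Genotoxicity was scored as increased ELG1-luciferase reporter signal, measured by ONE-Glo luminescence (30 min, room temperature). Compound or vehicle exposure of the HEK293T reporter cells lasted 16 hr at 37°C.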
# VP16 counter: inhibits Gal4-VP16 luciferase reporter, ROR gamma counter-screen; Drosophila S2 Gal4-VP16 UAS-luciferase, luminescence, 20 h; Potency, µM (series often up to 53.6 µM), without a hit: top-dose activity, negative = inhibition, hits mostly inhibitors; 310,000 compounds, 3.5% hits; AID 2546;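 further: Gal4-VP16 expression switched on by copper sulfate through the metallothionein promoter; on the % scale 0 is the no-effect control and ±100 the full control effect; nearly all actives have a fitted effect of over 50% in size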
# p53 reactivator: restores transcriptional activity of mutant p53; H1299 p53-A138V BP100-luciferase reporter, luminescence, 24 h; Potency, µM (top dose mostly 92.2 µM), for inactives: top-dose activity change, positive = activation, most hits filed as activators; 320,000 compounds, 0.063% hits; AID 504706; further: % of control where 0% means no effect; nearly all actives have a fitted effect of over 45% in size
#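 H1299 (p53-null), stable ts p53-A138V + BP100-Luc; 1000 cells/well, Opti-MEM/10% FBS; cpd 4 pt, 1:5; 24 h, 37 deg C, 5% CO2; detection reagent 10 min RT; luminescence.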
# uPA generation: inhibitors of cell surface uPA generation; cell surface uPA generation assay, qHTS; Potency, µM (highest dose often 38.3 µM), inactives show top-dose activity change, negative = inhibition, most hits filed as inhibitors; 330,000 compounds, 0.31% hits; active means well fitted inhibition curve with a large enough effect; inconclusive means small, poorly fitted or top-dose-only effect; inactive means no such curve, though single readings can be large or run the other way; tested in mouse RAW 264.7 cells; further: on the % scale 0 is the no-effect control and ±100 the full control effect; nearly all actives have a fitted effect of over 55% in size
# CXXC DNA block: inhibitors of human MLL CXXC domain-DNA interaction; 290,000 compounds, 0.037% hits; Potency, µM (doses to about 115 µM), for inactives: top-dose activity change, negative = inhibition, actives largely listed as inhibitors; Q03164; AID 2662; MLL-CXXC / FITC-HOXA9 DNA fluorescence polarization; active means well fitted inhibition curve with a large enough effect in the polarisation, with a control signal flat, not every such curve was filed as active; inconclusive means small, poorly fitted or top-dose-only effect, or effect the other way, or a change in a side signal; inactive means no such curve, though single readings can be large or run the other way; the % refers to the polarisation
#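 Purified MLL-CXXC (added from a 7 uM solution) was preincubated 5 min at ambient with pinned compounds in 50 mM Tris-HCl pH 7.5, 50 mM NaCl, 1 mM DTT, 0.05% BSA. Fluorescein-labeled HOX-A9 DNA (50 nM solution) followed, 30 min, then polarization read.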
# An asterisk follows results filed as active; ? = inconclusive; . = not tested or not shown; & = joins results of further samples; [ ] = remark or other dose. Unless noted, the call rests on the fitted dose curve; in most records, active means well fitted curve in the direction sought with a large enough effect; inconclusive means small, poorly fitted or top-dose-only effect, or another doubt; inactive means no such curve, though single readings can be large; an effect the other way counts as inactive or inconclusive. Potency means the concentration at half of the fitted maximal effect. Only part of the results is shown; rates above refer to the full screens.
# Results follow in this order: MBNL1-CUG inh	NPC1 prom act	FLuc modulator	BRCA1 expr up	RORg inh	Rab9 prom act	ELG1 genotox	VP16 counter	p53 reactivator	uPA generation	CXXC DNA block
CN(C)c1oc(/C=C/c2ccccc2)nc1C#N
 : ?	?	17µM*	48%	40%	?	?	0%	?	-6%	0%
CC(C)CC(NC(=O)c1ccc(Cl)cc1Cl)C(=O)O (configuration not stated)
 : -5%	7%	3%	-1%	-32%	-5%	-11%	2%	-1%	3%	1%
Cc1ccccc1OC(C)C(=O)NCCC1=CCCCC1 (configuration not stated)
 : 0%	-9%	?	2%	5%	-2%	1%	4%	2%	0%	-3%
CCOC(=O)/C(C#N)=C/c1cccc(C)c1
 : -10%	3%	?	-6%	23%	-1%	-2%	-3%	2%	-11%	-9%
CC(=O)Nc1ccc(C(=O)Nc2ccc3c(c2)OCCO3)cc1
 : -2%	-2%	15µM*	16%	-18%	5%	?	0%	5%	-8%	-4%
Cc1onc(C(=O)Nc2cccnc2Cl)c1[N+](=O)[O-]
 : ?	5%	-2%	-14%	15%	8%	0%	-1%	6%	0%	-8%
COc1ccc(NCc2ccc([N+](=O)[O-])s2)cc1
 : ?	4%	?	-1%	-4%	2%	19%	?	?	-10%	14%
O=C(CN1CCC(NC(=O)c2ccccc2Cl)CC1)NCc1ccco1
 : 3%	-2%	0%	-30%	-5%	0%	1%	-1%	-2%	-19%	-1%
COc1ccc(Nc2nc3c([nH]2)c(=O)[nH]c(=O)n3C)cc1
 : -3%	-4%	-5%	-6%	12%	-4%	1%	-13%	1%	0%	-6%
CC(OC(=O)CNC(=O)c1sc2ccccc2c1Cl)c1ccccc1 (configuration not stated)
 : .	0%	?	23%	.	1%	-2%	.	16%	-2%	.
Cc1ccc(-c2ncccc2OC(=O)C23CC4CC(CC(C4)C2)C3)cc1
 : 8%	-1%	-2%	27%	28%	-6%	1%	-5%	4%	-11%	4%
Cc1ccnc(NCc2cc(C)ccc2O)c1
 : -3%	29%	?	85%	1%[1.91 µM]	27%	12%	-2%	11%	-10%	-4%
CC(C)(C)NC(=O)CN(Cc1ccc2c(c1)OCO2)C(=O)CNS(=O)(=O)c1ccc(F)cc1
 : -6%	0%	2%	-4%	-19%	0%	2%	-8%	-1%	5%	-1%
O=C(NCc1ccccc1)C(=O)Nc1nc(-c2ccccc2)cs1
 : 5%	-5%	-9%	-3%	-40%	0%	3%	-12%	-4%	4%	-28%
COc1cc(OC)c(NC(=O)CCc2ccccc2)cc1Cl
 : -4%	3%	-9%	-39%	12%	3%	0%	5%	2%	-6%	3%
O=C(CSc1nccc2ccccc12)N1CCN(c2ccccn2)CC1
 : 43%[activator]	2%	?	0%	33%	7%	0%	-6%	13%	-2%	4%
O=C(CCl)c1ccc2[nH]c(=O)oc2c1
 : -4%	-4%	-1%	1%	-2%	2%	-4%	3%	3%	-17%	-3%
Cc1ccc(OC(=O)c2cc(C)nn2C(C)(C)C)cc1
 : .	-4%	-16%	-2%	-1%	-2%	1%	0%	-1%	8%	19%
Cc1ccc(-c2nnn(CC(=O)Nc3cccc4cccnc34)n2)o1
 : 14%	2%	-10%	-45%	19%	-3%	1%	-1%	-10%	-5%	0%
CC1=NOC(=O)/C1=C\c1ccc(-c2ccc(Cl)c(C(=O)O)c2)o1
 : 8%	1%	19µM*	1%	-19%	2%	-2%	7%	-8%	2%	?
O=C(Nc1nnc(-c2ccccc2)o1)Nc1ccccc1Cl
 : -9%	2%	-16%	0%	40%	7%	18%	-8%	-1%	9%	-8%
CS(=O)(=O)N(CC(=O)Nc1ccccc1C(=O)N1CCOCC1)c1ccc(F)c(Cl)c1
 : -6%	-3%	-2%	9%	-5%	.	1%	-3%	1%	2%	?
Cc1ccc(-c2ccc(CCC(=O)O)n2CC2CCCO2)cc1 (configuration not stated)
 : 4%	0%	2%	-6%	16%	3%	2%	-1%	-2%	.	-14%
CCOC(=O)C1CCN(CCC(=O)Nc2ccc(F)cc2)CC1
 : .	-13%	0%	4%	20%	-2%	2%	16%	-1%	-1%	-1%
CSCCCNC(=O)c1ccc(OC2CCN(CCc3ccccc3)CC2)cc1
 : -1%	13%	?	?	14%	18%	8%	-6%	1%	-11%	7%
Cc1ccc(CCC(=O)Nc2ccc([N+](=O)[O-])cc2Cl)o1
 : ?	8%	0%	9%	-7%	12%	0%	2%	6%	2%	-9%
COc1ccc(-c2coc3cc(O)c(OC)cc3c2=O)cc1
 : .	26%	?	?	.	?	?	.	?	?	.
Cc1cccc(-n2ncc3c2CCCC3NC(=O)CC(F)(F)F)c1C (configuration not stated)
 : -1%	-1%	0%	-14%	27%	-2%	-4%	2%	-7%	-1%	-13%
CC1(C)Cc2c(C#N)c(NCCc3ccccc3)nc(-c3ccco3)c2CO1
 : 3%	2%	-1%	-14%	1%	2%	1%	1%	0%	2%	0%
NS(=O)(=O)c1cccc(NC(=O)Cn2cc(C(F)(F)F)cc(Cl)c2=O)c1
 : 1%	-3%	-3%	0%	13%	-1%	-2%	2%	2%	3%	12%
CC(C)[C@@H](C(=O)N1CCN(C(=O)OC(C)(C)C)CC1)n1cc(CCO)nn1
 : 7%	3%	-2%	20%	16%	6%	-5%	1%	1%	4%	-4%
CC1=CC(C)(C)NC(=S)N1c1cccc2cc(S(=O)(=O)O)ccc12
 : 16%	3%	?	6%	4%	-1%	-1%	-11%	-4%	-5%	15%
CCC(=O)c1ccc(OCC(=O)N(Cc2nnc(-c3ccccc3Cl)o2)C2CC2)cc1
 : .	-1%	2%	-11%	.	-2%	-13%	.	-1%	-2%	.
O=C(O)c1ccc(Cl)c(S(=O)(=O)NCc2cccnc2)c1
 : 3%	-4%	-7%	8%	?	3%	-1%	-16%	1%	-1%	1%
C#CCOCCOCCOCCNc1nc(N2CCN(C(=O)CCCCCCCCCCNC(=O)[C@@H](CCC(=O)O)n3cc(CCCCCN)nn3)CC2)nc(N2CCN(C(=O)CCCCCCCCCCNC(=O)[C@@H](CCC(=O)O)n3cc(CCCCCN)nn3)CC2)n1
 : .	0%	-1%	6%	.	12%	-1%	.	12%	18%	.
Cn1c(N)c(C(=O)CSc2nnc(NC3CCCCC3)s2)c(=O)n(C)c1=O
 : .	2%	-2%	-18%	.	-5%	-3%	.	2%	4%	.
O=C(NS(=O)(=O)c1ccccc1)c1ccccc1F
 : -3%	-8%	2%	-14%	17%	-5%	-5%	1%	0%	5%	4%
O=C1CCC(=O)N1c1ccccc1
 : -18%	3%	6%	-21%	13%	3%	0%	2%	8%	5%	5%
O=C(O)CNc1ncccc1[N+](=O)[O-]
 : ?	2%	0%	9%	5%	2%	0%	-5%	10%	5%	18%
Cc1ccc(S(=O)(=O)NC(=O)NCCCN2CCOCC2)cc1
 : 3%	-4%	0%	-10%	-8%	1%	-1%	0%	0%	0%	0%
CN(C)c1nc(SCc2ccccc2)nc(N2CCOCC2)n1
 : 2%	-4%	1%	0%	1%	7%	4%	-3%	5%	8%	-8%
O=S1(=O)c2ccccc2N=NN1Cc1ccc(Cl)cc1
 : 1%	-1%	-3%	-4%	-6%	-3%	-3%	16%	-5%	-3%	9%
COc1ccc2c(c1)O[C@H](c1ccc3c(c1)OCO3)[C@@H](OC(=O)Nc1cc(OC)c(OC)c(OC)c1)C2=O
 : -11%	-21%	0%	.	-19%&-6%	-22%	17%	-4%&-22%	4%	.	20%
CCOc1cc(N2CCOCC2)c(OCC)cc1NC(=O)Cc1ccccc1
 : -3%	-1%	-1%	-3%	0%	-2%	-3%	14%	5%	1%	-4%
O=C(NC1CCCCC1)c1ccccc1-c1ccccc1
 : -5%	-2%	2%	20%	-20%	-4%	0%	0%	4%	0%	11%
CC(C)NS(=O)(=O)c1ccc(NC(=O)C(C)OC(=O)CCCOc2ccccc2)cc1 (configuration not stated)
 : .	2%	3%	-2%	.	-3%	-1%	.	-2%	-6%	.
O=[N+]([O-])c1ccc(-c2nc(NCC3CCCO3)c3ccccc3n2)cc1 (configuration not stated)
 : 8%	-2%	2%	-46%	-20%	-9%	-14%	-8%	-3%	-3%	2%
